# NSD2 inh: NSD2 histone methyltransferase inhibitors, primary screen, biochemical, AlphaScreen, single concentration, set 2; inhibition, % at 12.5 µM; NSD2 peptide methylation, 120 min; actives 0.54% (n = 310,000); in the data active = inhibition above about 50%
# C-LANA FP: inhibitors of KSHV C-LANA binding to DNA, primary screen, biochemical, fluorescence polarization, FAM-LBS DNA, MBP-C-LANA, single point | Kaposi's sarcoma herpesvirus LANA C-terminal domain (residues 932-1162) DNA binding | inhibition, % at 9 µM | actives 0.078% (n = 340,000) | AID 504423, 2011;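 active = highest replicate inhibition at or above 60% at 9 µM, even if other replicates fall short; inactive = all replicates below 60% inhibition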;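 note: 0% = neutral control wells and 100% = 4 µM acridine orange control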
# DSG3 Ab inh: inhibitors of pemphigus antibody binding to DSG3, primary screen, biochemical, bead-based, flow cytometry, scFv-GFP. Desmoglein-3 (Homo sapiens), P32926. DSG3-coupled beads, scFv-anti-DSG3-GFP binding; active compounds read low. binding (percent of control), % at 10 µM. actives 0.48% (n = 310,000);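 active = binding more than 3 SD below its plate's average and above zero; inconclusive = below that plate limit but binding exactly zero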;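 note: hits lower antibody fragment binding to DSG3; some compounds called inactive have numbers as strong as hits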
# Keap1 Nrf2 FP: Keap1-Nrf2 protein-protein interaction inhibitors, primary screen, biochemical, fluorescence polarization, single point. Keap1 Kelch-Nrf2 peptide fluorescence polarization, 1536-well. inhibition, % at 9.4 µM. actives 0.15% (n = 340,000); in the data active = inhibition above about 12%; inconclusive = no clear call, values can overlap the other calls; inactive = below about 7.3%;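 note: human Keap1 Kelch domain with fluorescein labeled Nrf2 9mer peptide probe; 0% = neutral control wells and 100% = peptide positive control; higher means more block of Keap1 binding to Nrf2 peptide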
# V-ATPase pHluor: regulators of yeast V-ATPase proton pumping, primary screen, pHLuorin cytosolic pH fluorescence. S. cerevisiae. response, % at 10 µM. actives 0.37% (n = 350,000). AID 504577, 2011; in the data active = response mostly above about 7.3%, no sharp cut-off; inactive = mostly below about 5.4%; note: actives read high; inactives centre near 0; some compounds called inactive have numbers as strong as hits; reference of the scale not given here
# CAL PDZ FP-1: untagged CAL PDZ binding inhibitors, primary screen, biochemical, fluorescence polarization, HTS. Golgi-associated PDZ and coiled-coil motif-containing protein (Homo sapiens), Q9HD26. purified CAL PDZ, TMR-peptide fluorescence polarization, 1 h. inhibition, % at 24.9 µM. actives 0.92% (n = 300,000). AID 602252, 2012;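 active = mean inhibition of at least 30% with at least half of replicates also reaching 30%; inconclusive = no clear call, values can overlap the other calls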;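 note: 0% = DMSO neutral control and 100% = excess unlabeled competitor peptide PRC23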
# Arr AP2 block: inhibitors of beta-arrestin/AP2 binding, primary screen, biochemical, GPCR trafficking, flow cytometry | FITC-arrestin peptide / GST-AP2 beads; AP2 beta2 appendage carries R879A mutation | actives 0.31% (n = 340,000) | inhibition, % at 10 µM | beta-arrestin 1 C-terminal peptide binding to AP2 beta2-adaptin appendage (human);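 active = inhibition above a set limit, near 3 SD of compounds lacking own fluorescence, cut at about 54% in these data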;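 note: plate controls were DMSO wells for no effect and 5 µM unlabelled arrestin peptide for full effect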
#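 Measured by: flow cytometry, FL1 (488/535 nm); Material: AP2 appendage R879A on GSH beads; Evaluation: percent response; Timing: pre-incubation 12 min, peptide binding 1 h, room temperature; Also added: 50 nM FITC-arrestin peptide; Medium: PBS with 0.05% Tween 20 and 0.1% BSA.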
# Cardiac RTF inh: cardiac RTF calcium sensitivity inhibitors, primary screen, biochemical, IANBD-TnC fluorescence, EC70 calcium; Troponin I, cardiac muscle (Homo sapiens) + Troponin T, cardiac muscle (Homo sapiens) + …; IANBD-labeled cardiac RTF, Ca2+ fluorescence; inhibition, % at 7.15 µM; actives 0.12% (n = 340,000);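 active = inhibition above the mean inhibition of all tested compounds plus 3 SD, cut at about 17% in these data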;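 note: assay run at fixed EC70 calcium of 1.6 mM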
# CAL PDZ FP-2: CAL PDZ peptide-binding inhibitors, primary screen, biochemical, fluorescence polarization, Cer-tagged CAL PDZ, HTS | purified CAL PDZ, TMR-peptide fluorescence polarization, 1 h | inhibition, % at 20 µM | actives 0.02% (n = 330,000) | AID 504414, 2011 | Golgi-associated PDZ and coiled-coil motif-containing protein (Homo sapiens), Q9HD26;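 active = highest replicate inhibition of at least 40%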;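 note: plate controls were DMSO neutral control wells for no effect and unlabeled competitor peptide control wells for full effect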
#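 Material: tagged CAL PDZ domain; buffer or medium: 25 mM sodium phosphate pH 7.4, 150 mM NaCl, TCEP, IgG, Thesit; compound dosing: single point, 20 µM; schedule: 1 h incubation at room temperature before polarization reading; measured by: FP readout, S and P plane fluorescence; read-out basis: percent inhibition from loss of millipolarization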
# DAGLB inh: DAGLB lipase inhibitors, primary screen, biochemical, fluorescence, HTS; AID 504411, 2011; Diacylglycerol lipase-beta (Homo sapiens), Q8NCG7; actives 0.059% (n = 340,000); inhibition, % at 5.17 µM; HEK293T DAGLB membrane lysate, EnzChek fluorogenic substrate; in the data active = inhibition above about 34%;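 note: 0% = enzyme with vehicle and 100% = wells lacking enzyme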
# Target sequence (Q8NCG7 whole entry, looked up): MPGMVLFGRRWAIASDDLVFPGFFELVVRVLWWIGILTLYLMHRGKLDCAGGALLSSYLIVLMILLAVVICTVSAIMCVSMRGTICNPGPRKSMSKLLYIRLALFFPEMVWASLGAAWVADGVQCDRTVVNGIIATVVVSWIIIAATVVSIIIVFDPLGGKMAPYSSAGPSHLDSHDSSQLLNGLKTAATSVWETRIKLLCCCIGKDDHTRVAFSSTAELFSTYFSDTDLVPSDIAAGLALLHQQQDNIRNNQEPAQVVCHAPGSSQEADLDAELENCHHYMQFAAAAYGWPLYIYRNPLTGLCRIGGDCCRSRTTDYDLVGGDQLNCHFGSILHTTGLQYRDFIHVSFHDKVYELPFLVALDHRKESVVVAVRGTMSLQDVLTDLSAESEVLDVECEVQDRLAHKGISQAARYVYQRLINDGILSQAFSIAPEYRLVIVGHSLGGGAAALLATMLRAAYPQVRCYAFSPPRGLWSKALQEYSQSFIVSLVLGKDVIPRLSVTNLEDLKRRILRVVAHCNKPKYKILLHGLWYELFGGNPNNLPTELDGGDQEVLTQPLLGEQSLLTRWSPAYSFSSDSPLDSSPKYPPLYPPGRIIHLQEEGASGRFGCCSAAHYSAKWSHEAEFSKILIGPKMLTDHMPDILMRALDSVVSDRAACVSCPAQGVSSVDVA
# * hit, by the source's call; u = inconclusive; x = no result given. An excerpt (hit frequency here may not be typical).
SMILES,NSD2 inh,C-LANA FP,DSG3 Ab inh,Keap1 Nrf2 FP,V-ATPase pHluor,CAL PDZ FP-1,Arr AP2 block,Cardiac RTF inh,CAL PDZ FP-2,DAGLB inh
Cc1cc2oc(=O)cc(C)c2cc1NC(=O)CCC(=O)O,40,0.3,120,-6,-5,-2,5,-4,-1.3,0
N/C(Cc1ccc([N+](=O)[O-])cc1)=N\OC(=O)c1ccccc1Br,1,0.0,109,-4,1,1,-1,-2,-1.0,-10
Cc1c(Cl)cccc1NC(=S)NCC(c1cccnc1)N(C)C (centres undefined),1,0.7,88,-4,0,-2,4,4,-3.0,0
NC(=S)Nc1ncc(CCN2CCOCC2)c(-c2ccc(F)cc2)n1,-2,0.6,117,-1,2,4,13,-6,0.0,1
C[C@@H]1CN([C@H](C)CO)C(=O)c2cc(NC(=O)c3ccncc3)ccc2O[C@@H]1CN(C)C(=O)Nc1ccccc1,x,1.0,107,-7,0,-2,5,-2,-0.3,-1
Cc1ccc(S(=O)(=O)NC(=NC(Cc2ccccc2)C(=O)O)c2ccccc2)cc1 (centres undefined),x,-0.9,x,-5,0,5,10,-14,-2.3,2
COc1ccc(OC)c(S(=O)(=O)Nc2cccc3c(O)cccc23)c1,2,x,104,x,-2,x,6,x,x,x
COc1ccc(C2(CNS(=O)(=O)c3ccccc3)CCOCC2)cc1,-5,-0.3,94,2,1,-2,4,-5,-3.4,1
CC(C)NC(=O)C1CCCN(S(C)(=O)=O)C1 (centres undefined),-2,1.4,123,-3,-7,0,-3,0,-1.9,-1
O=C(CSc1oc(-c2ccc(F)cc2)nc1S(=O)(=O)c1ccc(F)cc1)NCC1CCCO1 (centres undefined),2,-1.3,107,u,-1,-4,34,0,0.9,0

# One compound at a time, from the list above:
# Cc1ccc(S(=O)(=O)NC(=NC(Cc2ccccc2)C(=O)O)c2ccccc2)cc1 (centres undefined) in the list: NSD2 inh: x; C-LANA FP: -0.9; DSG3 Ab inh: x; Keap1 Nrf2 FP: -5; V-ATPase pHluor: 0; CAL PDZ FP-1: 5; Arr AP2 block: 10; Cardiac RTF inh: -14; CAL PDZ FP-2: -2.3; DAGLB inh: 2
# CC(C)NC(=O)C1CCCN(S(C)(=O)=O)C1 (centres undefined) in the list: NSD2 inh: -2; C-LANA FP: 1.4; DSG3 Ab inh: 123; Keap1 Nrf2 FP: -3; V-ATPase pHluor: -7; CAL PDZ FP-1: 0; Arr AP2 block: -3; Cardiac RTF inh: 0; CAL PDZ FP-2: -1.9; DAGLB inh: -1

# Continuation.
SMILES,NSD2 inh,C-LANA FP,DSG3 Ab inh,Keap1 Nrf2 FP,V-ATPase pHluor,CAL PDZ FP-1,Arr AP2 block,Cardiac RTF inh,CAL PDZ FP-2,DAGLB inh
COc1ccc(CCNC(=O)c2c(C)nc3ccccn23)cc1,6,0.9,98,-5,2,-4,0,-12,-0.3,-3
O=C(CSc1cn(CC(=O)N2CCCC2)c2ccccc12)NCC1CCCO1 (centres undefined),-3,-6.6,98,1,2,-4,-2,4,-1.3,3
Cc1csc2c(SCC(=O)NNC(=O)C(Cl)Cl)ncnc12,1,2.1,93,1,12*,-1,2,x,-1.7,x
CCOn1c(=O)c(-c2cc3ccccc3o2)[n+]([O-])c2ccccc21,x,-2.5,82,4,1,-1,-4,-5,-2.1,-3
O/N=C1/CC/C(=N\O)c2nn(-c3ccccc3)nc21,-3,-0.1,103,-1,-1,2,-11,-3,-0.2,2
CCC1CN(C(=O)NCc2ccc(F)cc2)c2cc(C)ccc2O1 (centres undefined),-2,0.4,106,-6,6,-1,16,-5,-3.8,-6
O=C(CSc1ncnc2c1nnn2Cc1ccccc1F)N1CCN(c2ccccc2)CC1,0,1.0,107,-2,-4,1,0,-19,0.4,-2
CCn1c(SCc2cccc(C(=O)O)c2)nnc1-c1ccc(Cl)cc1,1,0.7,109,3,0,0,2,-3,-6.5,1
Cc1ccc(S(=O)(=O)c2nc(C(C)(C)C)oc2N2CCOCC2)cc1,5,-1.2,96,-15,-3,x,15,-3,-1.7,-2
COc1ccc(-c2nc(SC(CC(=O)NCCN3CCOCC3)c3cccs3)n[nH]2)cc1 (centres undefined),0,-1.2,x,-1,1,4,27,4,-0.7,1
CC(C)CC(=O)Nc1ccc(S(=O)(=O)NCc2ccco2)cc1,0,2.9,97,-7,-3,-3,11,-6,-0.3,0
CCOc1ccc(NC(=O)CN(C)C(=O)C(C)N2C(=O)c3ccccc3C2=O)cc1OCC (centres undefined),2,0.6,98,4,1,-6,-10,0,0.0,1
O=C(Nc1nccs1)c1c(O)c2c([nH]c1=O)CCCC2,-2,-1.8,101,1,-2,2,20,1,-1.0,2
O=C(CSc1nc(Cc2ccccc2)nc2ccccc12)c1ccc2c(c1)OCCO2,-1,1.2,105,-7,1,-8,3,-10,-0.5,-18
COc1ccc(CNC(=O)COC(=O)c2ccc(S(=O)(=O)NCc3ccco3)cc2)cc1,3,2.5,x,-3,0,8,-2,-1,-0.4,1
COc1ccc(-n2nnnc2SCC(=O)c2ccc3c(c2)OCCO3)c(OC)c1,-2,-0.8,126,2,4,-3,-2,0,-1.7,3
Cc1cc(O)c(C)c(O)c1/C=N/NC(=O)c1cccnc1,-4,-0.1,110,4,2,2,23,4,0.0,4
COC(=O)C1C(c2ccc(OC)cc2)Nc2nnc(C(F)(F)F)n2C1(C)O (centres undefined),0,-0.6,104,-3,0,-2,-12,-9,-0.4,-1
COc1ccc(CCNC(=O)c2ccccc2C(=O)NCCc2ccc(OC)cc2)cc1,-2,-0.5,108,4,-4,x,-14,-5,-0.5,1
CN(CCc1ccccc1)C(=O)c1cccc(NC(=O)Cc2cccc(NC(=O)C3CCCN(C(=O)C4CCCC4)C3)c2)c1 (centres undefined),x,3.0,99,1,-1,0,-1,-14,-0.3,2
COc1ccccc1NC(=O)c1cc(N2C(=O)C3C4CCC(C4)C3C2=O)ccc1Cl (centres undefined),-4,0.2,106,-1,0,-1,-4,-8,-3.3,-1
Cc1cc(S(=O)(=O)N2CCCC(C(=O)Nc3ccc(C(=O)O)cc3)C2)ccc1Cl (centres undefined),1,-0.2,103,-5,-3,-2,5,-17,-0.2,0
COc1cccc(C(=O)NCCN2CCN(c3ccc(Cl)cc3)CC2)c1,x,1.6,111,-2,-5,4,20,5,-0.5,1
O=C(c1cc2nc(-c3ccco3)cc(C(F)(F)F)n2n1)N1CCc2ccccc2C1,0,0.3,103,-5,-4,-2,10,2,0.5,0
COC(=O)Nc1ccc(S(=O)(=O)N2CCCC(C(=O)NC3CCCCC3)C2)cc1 (centres undefined),-3,-1.6,113,0,-4,-3,1,12,-0.5,-1
CC1CC1C(=O)Nc1ccc(S(=O)(=O)N2CCCCC2)cc1 (centres undefined),-3,-0.1,105,4,-2,-4,34,-15,-2.0,1
CCOC(=O)c1ccc(NC(=O)CC2SC(=NC)N(C)C2=O)cc1 (centres undefined),0,-0.2,99,1,2,-4,-5,-9,-1.1,-1
COC(=O)[C@H](CCSC)NC(=O)NCCc1ccccc1F,1,-1.8,95,4,-2,-8,3,-5,x,1
Nc1nnnn1CC(=O)N/N=C/C=C/c1ccccc1,2,-1.3,95,-2,-1,x,4,x,1.0,x
O=C(NN=C1C2CC3CC(C2)CC1C3)c1cccc(S(=O)(=O)N2CCOCC2)c1,0,0.8,x,-6,-2,-1,3,-11,-2.0,3

# Gathered by group, those above with a furan ring, fused or not (four)
SMILES,NSD2 inh,C-LANA FP,DSG3 Ab inh,Keap1 Nrf2 FP,V-ATPase pHluor,CAL PDZ FP-1,Arr AP2 block,Cardiac RTF inh,CAL PDZ FP-2,DAGLB inh
CCOn1c(=O)c(-c2cc3ccccc3o2)[n+]([O-])c2ccccc21,x,-2.5,82,4,1,-1,-4,-5,-2.1,-3
CC(C)CC(=O)Nc1ccc(S(=O)(=O)NCc2ccco2)cc1,0,2.9,97,-7,-3,-3,11,-6,-0.3,0
COc1ccc(CNC(=O)COC(=O)c2ccc(S(=O)(=O)NCc3ccco3)cc2)cc1,3,2.5,x,-3,0,8,-2,-1,-0.4,1
O=C(c1cc2nc(-c3ccco3)cc(C(F)(F)F)n2n1)N1CCc2ccccc2C1,0,0.3,103,-5,-4,-2,10,2,0.5,0

# Following part
SMILES,NSD2 inh,C-LANA FP,DSG3 Ab inh,Keap1 Nrf2 FP,V-ATPase pHluor,CAL PDZ FP-1,Arr AP2 block,Cardiac RTF inh,CAL PDZ FP-2,DAGLB inh
COc1ccc2nc(C(C)O)[nH]c2c1 (centres undefined),-1,-0.7,94,2,2,-2,10,-5,-2.0,1
CCc1[nH]nc(C(=O)NC2CCCc3c2cnn3-c2cc(C)cc(C)c2)c1C (centres undefined),-1,-0.1,102,-4,3,-5,2,-11,-0.3,1
c1ccc(N2CCOCCOCCOCCOCC2)cc1,0,1.2,x,-5,2,-2,19,1,-4.4,0
CC(=N/O)/C(C)=N\NC(=O)c1ccccn1,-9,2.2,103,3,0,x,-5,-3,0.2,-1
COC(=O)c1[nH]c2ccccc2c1NC(=O)CCN1CCSCC1,-1,1.3,102,1,0,9,17,-5,-1.0,-3
Cc1c(C)c2ccc(OCC(=O)N3CC[C@@]4(O)CCCC[C@H]4C3)c(C)c2oc1=O,x,0.3,97,0,1,-5,1,-11,0.1,-2
O=C(CSc1ccc(Cl)cc1)NCc1ccncc1,-2,0.7,104,-2,2,x,17,0,0.0,-2
Cc1ccc(NC(=O)COC(=O)/C=C/c2c(C)nn(-c3ccc(F)cc3)c2Cl)cc1F,-1,1.5,102,-7,-1,1,-11,0,0.6,-5
Cn1c(=O)c2c(ncn2CC(=O)N2CCc3ccccc3C2)n(C)c1=O,1,1.4,92,-2,-1,1,-2,2,0.2,1

# V-ATPase pHluor: what is marked active above.
SMILES,NSD2 inh,C-LANA FP,DSG3 Ab inh,Keap1 Nrf2 FP,V-ATPase pHluor,CAL PDZ FP-1,Arr AP2 block,Cardiac RTF inh,CAL PDZ FP-2,DAGLB inh
Cc1csc2c(SCC(=O)NNC(=O)C(Cl)Cl)ncnc12,1,2.1,93,1,12*,-1,2,x,-1.7,x

# From PubChem
